PPC-1+TRAIL kill: compounds killing PPC-1 cancer cells with TRAIL present, primary screen, TRAIL potentiator project, ATPLite luminescence, uHTS; cell killing (% activity), % at 4 µM; PPC-1 cells + TRAIL, ATPLite viability luminescence; 0.41% of 220,000 active;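 active means cell killing above 50% in the first pass at 4 µM, then a duplicate retest at 5 µM averaging 50% or more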;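 further: plate controls were cells with TRAIL plus DMSO for no effect and medium-only wells lacking cells for full effect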
BaF3 tox: parental Ba/F3 cell viability inhibition, counter-screen for JAK2V617F inhibitor project, murine pro-B, CellTiter-Glo luminescence. CellTiter-Glo ATP luminescence. inhibition, % at 5.6 µM. AID 1486, 2009. 1.1% of 220,000 active;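 active means inhibition above a per-campaign cutoff, the mean inhibition of all tested compounds plus 3 SD, cut at about 27% in these data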;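 further: 0% = DMSO wells and 100% = JAK Inhibitor I control wells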
TNF necrop inh: inhibitors of TNF-alpha triggered necroptosis, primary screen, cell-based, Jurkat FADD-/-, single concentration; Jurkat FADD-/- TNF necroptosis rescue, ATP luminescence, 24 h; 0 = TNF only, 100 = no-TNF cells; activation (protection from cell death), % at 10 µM; 0.068% of 220,000 active; AID 463075, 2010;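 active means activation, meaning protection from cell death, of at least 50% relative to plate controls; inactive means activation below 50%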;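 further: necroptosis triggered by 40 ng/mL TNF-alpha added together with compound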
RBBP9 inhibitor: human RBBP9 inhibitors, primary screen, biochemical, fluorescence polarization, FP-Rh probe, HTS; recombinant RBBP9; Serine hydrolase RBBP9 (Homo sapiens), O75884; 0.2% of 220,000 active; inhibition, % at 7.94 µM; AID 1515, 2009;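 active means inhibition above the campaign mean of all tested compounds plus 3 SD, cut at about 14% in these data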;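 further: plate controls were DMSO wells with RBBP9 for no effect and wells lacking RBBP9 protein for full effect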
Target sequence (O75884 whole entry, looked up): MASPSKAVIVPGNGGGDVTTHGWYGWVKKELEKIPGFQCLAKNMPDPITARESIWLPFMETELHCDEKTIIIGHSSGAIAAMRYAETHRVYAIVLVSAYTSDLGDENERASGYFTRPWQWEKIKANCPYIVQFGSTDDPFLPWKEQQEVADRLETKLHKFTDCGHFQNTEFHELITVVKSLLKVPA
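Test system – recombinant human RBBP9 · Input – RBBP9 2.5 µM in dispensing solution, pre-mixing · Medium – Tris buffer pH 8.0, NaCl, Pluronic · Schedule – preincubation 30 min plus labeling 45 min at 25 °C · Measured by – fluorescence polarization · Measure – % inhibition · Controls – DMSO and no-protein wells · Replicates – one well per compound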
zfTRPN1 agonist: zebrafish TRPN1 channel agonists, primary screen, cell-based, HEK293, calcium fluorescence; transient receptor potential cation channel N1 (TRPN1/NompC), Danio rerio; HEK293 zebrafish TRPN1-YFP, Fluo-8 calcium fluorescence; 100% = response to 87 µM carbachol; activation, % at 3 µM; 0.18% of 220,000 active;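 active means activation above its plate's cutoff, the mean activation of test wells on that plate plus 3 SD, cut at about 19% in these data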;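 further: 0% = DMSO alone and 100% = 87 µM carbachol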
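Assay system: Zebrafish TRPN1-YFP in HEK293 cells | Incubation: Dye loading 1 h at 37 °C, then 30 min room temperature | Measured by: Kinetic Fluo-8 fluorescence, ex 470-495, em 515-575 nm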
Ba/F3 V617F tox: reduced viability of JAK2V617F-dependent Ba/F3 cells, primary screen, JAK2V617F inhibitor project, cell-based, Ba/F3 EpoR-JAK2V617F, luminescence. ATP luminescence. inhibition, % at 5.6 µM. 1.1% of 220,000 active. AID 1446, 2008;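 active means inhibition above the campaign mean plus 3 SD over all tested compounds, cut at about 24% in these data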;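 further: cytokine-independent growth of Ba/F3 cells driven by EpoR plus mutant JAK2; 0% = DMSO-treated cells and 100% = JAK inhibitor I control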
Wee1 degr inh: Wee1 degradation inhibitors, primary screen, cell-based, HeLa, Wee1K328M-luciferase, luminescence; HeLa Luc-Wee1K328M stability; 100% = proteasome inhibitor MG132 effect; Wee1-like protein kinase (Homo sapiens), P30291; reporter increase, % at 5 µM; 1.2% of 220,000 active;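 active means activation above the mean of all tested compounds plus 3 SD, set per screening run, cut at about 8.8% in these data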;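 further: cells exposed to compound for 20 h before luminescence read; 0% = DMSO alone and 100% = MG132 at 30 µM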
CHOP inh: inhibitors of CHOP promoter induction, primary screen, cell-based, unfolded protein response, luciferase reporter; AID 2732, 2010; 3.8% of 220,000 active; inhibition, % at 10 µM; CHO-K1 CHOP-promoter luciferase, tunicamycin-induced, 15-18 h;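 active means compounds that reduced the stress-induced luciferase reporter signal by more than about 70% of percent inhibition, limit read from the data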;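 further: 0% = tunicamycin plus vehicle and 100% = wells without tunicamycin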
TRPML3 ag: human TRPML3 channel agonists, primary screen, cell-based, HEK293 TRPML3-YFP, Fluo-8 calcium fluorescence, 3 µM. Mucolipin-3 (Homo sapiens), Q8TDD5. 100% = the carbachol control signal. activation, % at 3 µM. 0.29% of 220,000 active. AID 1448, 2008;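 active means activation above its plate's cutoff, the mean activation of the plate's test wells plus 3 SD, cut at about 12% in these data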;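 further: 0% = DMSO only wells and 100% = carbachol wells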
Target sequence (Q8TDD5 whole entry, looked up): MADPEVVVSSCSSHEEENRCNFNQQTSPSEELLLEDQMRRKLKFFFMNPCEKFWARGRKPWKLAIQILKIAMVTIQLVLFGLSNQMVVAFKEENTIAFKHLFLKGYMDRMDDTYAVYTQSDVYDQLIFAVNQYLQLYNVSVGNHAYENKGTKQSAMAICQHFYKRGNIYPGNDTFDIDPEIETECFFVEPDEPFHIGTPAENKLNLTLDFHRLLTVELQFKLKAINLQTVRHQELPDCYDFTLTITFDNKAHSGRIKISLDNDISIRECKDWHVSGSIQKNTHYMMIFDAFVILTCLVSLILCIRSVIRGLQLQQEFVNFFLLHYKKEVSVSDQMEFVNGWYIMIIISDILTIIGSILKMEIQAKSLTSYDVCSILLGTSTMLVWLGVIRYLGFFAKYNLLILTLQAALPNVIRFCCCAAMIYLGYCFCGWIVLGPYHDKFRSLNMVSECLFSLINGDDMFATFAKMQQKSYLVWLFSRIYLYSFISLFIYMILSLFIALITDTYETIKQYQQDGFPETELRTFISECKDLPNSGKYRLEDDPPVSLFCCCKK
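Material: TRPML3-YFP stable HEK293 cells | Dosing: One concentration, 3 µM nominal, 0.3% DMSO | Timing: 125 s total fluorescence read per well | Technique: Fluo-8 calcium dye fluorescence, ex 470-495, em 515-575 nm | Measure: Percent activation from peak-to-basal fluorescence ratio, scaled between DMSO and carbachol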
Numbers without * were called inactive; x = no result given. Rows were taken by chance. Share with any hit: about 6.8%.

SMILES	PPC-1+TRAIL kill	BaF3 tox	TNF necrop inh	RBBP9 inhibitor	zfTRPN1 agonist	Ba/F3 V617F tox	Wee1 degr inh	CHOP inh	TRPML3 ag
CSc1ccc(Cn2nnc(C(=O)Nc3ccc(C)c(C)c3)c2N)cc1	-17	4	0.1	-9	-0.3	0	0	70	0.4
O=C(NC1CCCCC1)c1ccc(Cn2cc(Cl)cn2)cc1	-3	1	1.7	-3	0.1	0	-2	23	0.3
CCCC1=C(C(=O)OCC)C(c2ccc(F)cc2)n2ncnc2N1 (configuration not stated)	-5	4	-4.5	-2	-1.2	0	-1	26	-1.0
O=C(CCc1ccccc1)NCCCN1CCOCC1	3	7	-0.7	-1	-0.1	1	1	24	0.8
O=C(NN1C(=O)C2CCCCC2C1=O)c1ccco1 (configuration not stated)	6	0	1.7	0	1.5	-3	-3	6	0.3
CCCSc1cc(N)cc([N+](=O)[O-])c1	6	7	-0.8	3	-1.2	1	1	18	-0.2
O=C(CC1C(=O)NCCN1Cc1ccc(F)c(F)c1)NCCn1cccn1 (configuration not stated)	5	2	-0.3	-6	-0.1	3	2	-12	1.1
CC(C)c1ccc(Nc2c([N+](=O)[O-])c(=O)n(C)c3ccccc23)cc1	10	5	-0.3	-12	-1.5	2	-2	4	-0.4
CCOC(=O)COc1c(Br)cc(C2NC(=O)NC(C)=C2C(C)=O)cc1OC (configuration not stated)	8	2	-1.6	-6	-0.9	3	1	-5	-0.7
CC(=O)Nc1ccc(-n2nnnc2SCC(=O)NCc2cccs2)cc1	4	0	1.5	7	-0.5	-3	6	4	0.6
Cc1cc(C)c2c(n1)sc1c(N3CCCCC3)ncnc12	-4	2	0.8	-8	-1.8	-7	-4	-41	-0.1
COc1ccc(/C=N/N=C2/NC(=O)CC(C(=O)O)S2)cc1 (configuration not stated)	21	4	0.5	-5	-1.3	1	-2	7	0.1
CO/C=C\C=C/c1nnn(-c2ccc(Cl)cc2)n1	8	7	-0.2	-3	1.9	3	-1	-35	0.3
CC(C)O/N=C1\C(=O)N(c2ccccc2)c2ccccc21	-2	4	1.2	-8	-2.4	3	2	37	-0.4
COc1cccc(C2CC(c3cccc(NS(C)(=O)=O)c3)=NN2C(=O)c2ccccc2)c1OC (configuration not stated)	-2	8	2.5	5	0.0	1	3	16	0.5
COc1ccc(-c2cc(C(=O)OCC(=O)NC(C)(C)C)c3ccccc3n2)cc1	36	6	-0.5	-13	0.1	-1	1	29	0.4
C=CCN=C1S/C(=C/c2cccc([N+](=O)[O-])c2)C(=O)N1CC=C	4	-6	-12	-5	-0.6	1	9.9*	-9	0.0
CCC(C)[C@H](NC(=O)Nc1ccccc1F)C(=O)OC (some centres not stated)	2	-4	3.4	-6	0.5	-2	-1	13	0.5
CCSc1nnc2ccc(-c3cccs3)nn12	8	4	-1.3	1	-1.0	0	1	11	-0.1
Cn1c(CO)nc2cc(N)ccc21	-8	1	-0.2	-5	0.9	-2	3	-1	0.9
FC(F)Oc1ccc(NC(=S)NN2CCOCC2)cc1	-8	1	0.9	-3	-0.3	-2	-1	13	0.6
Cc1c(C)c(C)c(CO/N=C/c2cccs2)c(C)c1C	-9	-6	3.2	-1	-1.4	2	7	19	-1.1
CCCCNC(=O)C1C2C=CC3(CN(Cc4ccccc4Cl)C(=O)C13)O2 (configuration not stated)	1	1	0.3	0	0.6	-3	-1	6	0.0
COc1cc2c(cc1OC)-c1nc3ccccc3c(=O)n1C(C)(C)C2	0	6	-7.2	-5	-1.5	0	-1	29	-0.5
Cc1nnc(SCc2cc(=O)[nH]c(N3CCN(C)CC3)n2)s1	23	1	0.0	-3	0.9	2	-1	-27	-0.1
CCOc1ccccc1NC(=O)Cn1c(=O)oc2ccccc21	5	8	0.2	-14	0.5	2	0	-6	0.3
Cc1ccc(OCC(=O)Nc2ccccc2N2CCCC2)c(C)c1	x	11	-0.9	-1	1.0	-1	4	55	1.1
Cc1ccc(/C=C/c2nc3ccccc3c(=O)n2CCc2ccccc2)cc1	16	3	1.0	-12	-0.9	-2	-2	11	0.5
CN(C)c1ccnc(Oc2ccc(Cl)cc2)c1C#N	28	3	-3.7	-8	0.7	-1	-2	-18	-0.5
Cc1cc(C)c(Nc2ncnc(N)n2)c(C)c1	13	0	2.7	4	1.0	-4	-2	22	-0.1
CN1CCN(S(=O)(=O)c2cnccc2N2CCN(c3cccc(Cl)c3)CC2)CC1	6	5	3.0	-2	4.3	-1	-1	16	1.7
CC(NC(=O)c1ccc(N2CCCC2=O)cc1)c1ccccc1 (configuration not stated)	-25	5	-1.7	-8	2.4	-4	1	7	0.7
c1ccc(CCNc2nc(-c3ccncc3)nc3ccccc23)cc1	21	-2	-8.7	-11	-1.5	2	4	-6	1.6
CCOC(=O)N1CCN(C(=O)c2cn(CC)c3ccc(S(=O)(=O)N4CCC(C)CC4)cc3c2=O)CC1	18	1	-1.3	-3	-0.1	-1	-1	-21	-0.6
CC1CCc2c(nc3ncnn3c2N2CCN(c3ccccc3)CC2)C1 (configuration not stated)	11	3	-3.6	-6	0.4	-2	-5	35	0.4
O=C(CSc1nc(-c2ccco2)cc(C(F)(F)F)n1)NCc1cccs1	-4	3	-1.2	-7	-0.1	-1	2	31	0.0
CCOC(=O)N/N=C\c1cccc(OC)c1	14	2	-0.5	-11	0.5	-3	1	-12	0.4
Cc1ccc(S(=O)(=O)Nc2ccccc2/C=N/c2nc3ccccc3n2C)cc1	10	4	1.4	-8	-1.9	1	3	23	0.1
CC(=O)Nc1ccc(S(=O)(=O)N2CCC(C(=O)O)CC2)cc1	-9	1	1.1	2	-0.5	-3	-1	-35	0.8
CC(C)NC(=O)CCCc1ccccc1	14	1	1.7	-5	1.3	-3	-1	-32	-0.1
O=C(CSCc1ccc(Cl)cc1)N/N=C/c1ccc(OCC(=O)Nc2ccccc2)cc1	14	0	-1.3	-11	0.9	-1	-2	-1	0.6
CC1(C)CC(=O)C2=C(C1)OC1=C(C(=O)CC(C)(C)C1)C2c1ccccc1	15	6	-3.2	2	-0.6	0	0	-4	0.2
COc1ccc(/C=N/NC(=O)Cn2cnc3ccccc3c2=O)cc1OC	3	6	1.2	0	-0.1	0	3	8	0.8
COc1ccc2cc(CN(CCc3ccccc3)Cc3nnnn3Cc3ccco3)c(=O)[nH]c2c1	13	1	-0.9	-7	0.9	-2	-2	20	0.6
CCOC(=O)c1c(/N=C/c2cc(OC)cc([N+](=O)[O-])c2O)sc(C)c1C	9	6	-0.8	-6	-0.5	-1	-3	22	0.5
Cc1ccc(NC(=S)NNC(=O)c2nnn(-c3ccccc3)c2C)cc1	4	7	0.8	-9	0.2	1	0	-2	0.3
Cc1ccc2[nH]c(=O)c(CN(CC3COCCO3)C(=O)Nc3ccccc3C)cc2c1 (configuration not stated)	9	5	0.3	-5	-0.2	2	-2	8	1.1
Cc1[nH]n(-c2ccccc2)c(=O)c1/C=N/c1nn[nH]n1	13	11	-2.5	-5	1.6	5	-3	-9	-0.4
COc1ccc(-c2nnc(SC(C)C(=O)Nc3nccs3)n2Cc2ccccc2)cc1OC (configuration not stated)	2	4	-0.3	-11	-0.8	1	0	-5	0.3
COc1ccc(CCNC(=O)C(C)SCc2ccccc2)cc1 (configuration not stated)	10	8	0.0	-2	-1.9	5	1	9	-1.5
O=C(/C=C/c1ccc(Br)cc1)NC(=S)N1CCOCC1	2	4	1.4	-10	-0.2	-4	-1	-45	1.1
CC1CCN(c2ccc(N3C(=O)C4CCCCC4C3=O)cc2[N+](=O)[O-])CC1 (configuration not stated)	16	5	0.8	-5	-0.8	0	5	9	0.5
Cc1cccc(-n2c3nc(=O)[nH]c(=O)c-3cc3c(C)nn(-c4ccccc4)c32)c1	4	4	-1.4	-7	-0.3	-3	-4	2	0.5
O=S(=O)(NC1CCCCC1)c1ccc(Cl)nc1	3	11	0.6	-9	-0.6	5	1	12	0.1
COc1cc(OC)cc(C(=O)Nc2ncc3c(n2)CC(C)CC3=O)c1 (configuration not stated)	5	0	-1.8	-11	2.4	0	-1	x	0.3
Cc1ccc(/C=C/C(=O)NC2=NCCS2)cc1	50	5	3.8	-1	0.6	4	3	18	-0.1
CCN(CC)CCN1C(=O)C(=O)/C(=C(/O)c2c(C)[nH]c(C(=O)OC)c2C)C1c1ccco1 (configuration not stated)	8	1	-0.6	6	-0.2	0	0	-4	0.4
O=C(/C=C/c1ccccc1F)c1ccoc1	10	-1	-7.0	4	0.5	-1	3	-108	0.1
O[C@@H]1C2CCCC1[C@]1(O)CCCCC1C2 (some centres not stated)	8	3	-2.4	-8	-0.7	0	1	x	-1.1
O=C(N/N=C\c1cc(Br)ccc1O)c1ccc(S(=O)(=O)N2CCCCC2)cc1	41	0	-6.1	-4	1.0	-4	9.1*	59	1.6

New compounds follow
SMILES	PPC-1+TRAIL kill	BaF3 tox	TNF necrop inh	RBBP9 inhibitor	zfTRPN1 agonist	Ba/F3 V617F tox	Wee1 degr inh	CHOP inh	TRPML3 ag
CCOC(=O)C(=O)Nc1nc(-c2ccccc2)c(CC)s1	1	8	-1.2	2	0.1	1	2	15	0.5
Cn1c(C(=O)NCCCN2CCN(c3ccccc3F)CC2)cc2c(=O)n(C)c3ccccc3c21	26	3	-4.1	-8	-0.6	-4	-2	48	0.1
CSc1ccc(NC(=O)NCCN2CCc3ccccc3C2)cc1	21	5	1.5	6	1.2	1	2	7	-0.2
Cc1ccc(S(=O)(=O)N2CC(=NO)C2)cc1	7	3	-0.2	-2	0.3	7	0	28	0.4

Three of the entries above in order of their number in CHOP inh, ascending:
| canonical_smiles | CHOP inh |
| --- | --- |
| CSc1ccc(NC(=O)NCCN2CCc3ccccc3C2)cc1 | 7 |
| CCOC(=O)C(=O)Nc1nc(-c2ccccc2)c(CC)s1 | 15 |
| Cn1c(C(=O)NCCCN2CCN(c3ccccc3F)CC2)cc2c(=O)n(C)c3ccccc3c21 | 48 |

Source: PubChem
